MITF inh = human MITF inhibition, primary screen; O75030; AlphaScreen MITF homodimerization, bead proximity signal; inhibition, % at 2.6 µM; hit rate 0.91% among 650,000; AID 1259374; in the data active means inhibition above about 50%;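 further: 0% = vehicle wells with protein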
Target sequence (O75030 whole entry, looked up): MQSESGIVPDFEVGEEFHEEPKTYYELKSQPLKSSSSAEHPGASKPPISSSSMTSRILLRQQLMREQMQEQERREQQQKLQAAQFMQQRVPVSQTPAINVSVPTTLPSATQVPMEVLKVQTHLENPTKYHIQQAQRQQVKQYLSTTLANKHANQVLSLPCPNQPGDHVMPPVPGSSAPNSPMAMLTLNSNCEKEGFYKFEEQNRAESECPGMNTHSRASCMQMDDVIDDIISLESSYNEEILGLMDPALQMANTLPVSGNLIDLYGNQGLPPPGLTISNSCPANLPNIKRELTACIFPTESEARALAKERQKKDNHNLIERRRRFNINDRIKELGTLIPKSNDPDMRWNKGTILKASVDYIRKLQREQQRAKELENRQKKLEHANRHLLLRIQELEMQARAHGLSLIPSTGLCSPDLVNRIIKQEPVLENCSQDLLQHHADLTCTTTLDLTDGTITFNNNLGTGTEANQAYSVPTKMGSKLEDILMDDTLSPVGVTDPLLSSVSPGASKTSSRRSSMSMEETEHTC
GPR151 ag = activators of human GPR151. PathHunter beta-arrestin GPR151 cells, luminescence. activation, % at 11.2 µM. hit rate 1% among 650,000; in the data active means activation above about 4.9%;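 further: 0% = median of compound wells and 100% = cells with positive control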
Target sequence (Q8TDV0 whole entry, looked up): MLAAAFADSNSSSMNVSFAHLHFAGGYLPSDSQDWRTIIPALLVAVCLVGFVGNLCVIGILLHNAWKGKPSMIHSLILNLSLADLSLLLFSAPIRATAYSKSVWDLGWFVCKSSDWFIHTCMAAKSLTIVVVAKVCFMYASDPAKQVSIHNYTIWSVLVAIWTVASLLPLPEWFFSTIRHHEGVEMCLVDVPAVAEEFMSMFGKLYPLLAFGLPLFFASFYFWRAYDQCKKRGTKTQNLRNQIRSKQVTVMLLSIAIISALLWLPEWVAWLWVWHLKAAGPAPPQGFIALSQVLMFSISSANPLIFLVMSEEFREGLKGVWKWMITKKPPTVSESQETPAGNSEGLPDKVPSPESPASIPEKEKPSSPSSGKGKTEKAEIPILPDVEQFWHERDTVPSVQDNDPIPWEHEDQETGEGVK
TEAD-YAP block = TEAD-YAP interaction inhibition. HEK-TIYL cells, TEAD-Gal4/YAP UAS-luciferase luminescence. inhibition, % at 9.12 µM. hit rate 1.4% among 640,000; in the data active means inhibition above about 32%;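 further: 0% = median of test compound wells and 100% = reference inhibitor wells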
FBW7 act = activators of human E3 ligase FBW7 | normalized activity (activation), % at 26.1 µM | AlphaScreen FBW7–phospho-cyclin E peptide binding, activator screen | hit rate 0.13% among 650,000 | AID 1259310; in the data active means normalized activity above about 1.9%;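 further: purified mutant Fbw7 with reduced substrate affinity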
Starred values were filed as active, the others as inactive; . = not tested or not shown.

SMILES | MITF inh | GPR151 ag | TEAD-YAP block | FBW7 act
COc1ccc(C2=NN(C(=O)CN3CCCCC3)C(c3nc4ccccc4[nH]3)C2)cc1 (centres undefined) | 12 | -0.8 | -9 | 0.0
COc1ccc(S(=O)(=O)CCC(=O)Nc2ccccn2)cc1 | -2 | 0.0 | -4 | -0.1
CCOC(=O)c1cnc2c(C)cc(C)cc2c1Nc1ccc(OC)cc1OC | -8 | -1.5 | -8 | 0.0
NC(=O)C1CCN(C(=O)c2ccc(C(F)(F)F)cc2)CC1 | 0 | -0.7 | 7 | -0.3
COc1cc(/C=C(\C#N)C(=O)Nc2ccccn2)ccc1OCc1ccccc1 | -2 | -1.4 | -15 | 0.1
O=S(=O)(Nc1ccc(F)cc1)c1ccc(N=Cc2ccccc2O)cc1 | 9 | 2.1 | 7 | 0.0
COc1ccc(C(=O)COC(=O)CCN2C(=O)C3C4C=CC(C5CC45)C3C2=O)cc1 (centres undefined) | 17 | 0.6 | -9 | 0.1
O=C(NCC1CCCO1)c1ccc2c(=O)n(Cc3ccco3)c(SCc3cc(=O)n4ccccc4n3)nc2c1 (centres undefined) | 11 | -0.6 | 1 | 0.1
Cc1ccc(OCC(=O)NNC(=O)COc2c(C)cc(Br)cc2C)cc1 | 23 | 0.2 | 6 | -0.4
O=C(CSc1nc2ccccc2o1)Nc1ccc(S(=O)(=O)NC2CCCCC2)cc1 | 2 | -1.2 | -1 | -0.2
O=C1C2=CC[C@H]3C(=O)N(c4cccc(Oc5ccccc5)c4)C(=O)[C@H]3[C@H]2[C@H](O)[C@@H]2O[C@H]12 | 7 | -1.0 | . | -0.1
Clc1ccc(Cn2ncc3c(NCc4cccnc4)ncnc32)cc1 | -1 | 0.9 | 20 | 0.0
COc1ccccc1NC(=O)CSc1nnc(Cn2nnc(-c3ccccc3)n2)n1C | -10 | 1.8 | -5 | 0.1
CCc1ccc(CC(=S)N2CCOCC2)cc1 | 1 | 3.5 | -16 | 0.4
CCOc1ccccc1N1CCN(C(=S)Nc2ccc(S(N)(=O)=O)cc2)CC1 | 12 | 0.5 | 6 | 0.0
COc1ccc(/C=C(\C#N)C(=O)Nc2ccc([N+](=O)[O-])cc2Cl)cc1OC | -14 | -0.7 | -14 | 0.1
O=c1ccc(-c2ccc(F)cc2)cn1Cc1ccccc1 | 6 | 4.8 | 6 | -0.2
CCCN1CCN(CCCNC(=O)C2CCCN2c2nnc(N3CCCC3=O)s2)CC1 (centres undefined) | 2 | 0.6 | -5 | 0.1
NNC(=O)/C(=C\c1cn(-c2ccccc2)nc1-c1ccccc1)NC(=O)c1ccccc1 | 7 | -0.2 | 3 | 0.5
CCc1ccc(CN2C[C@@H](n3cnnn3)C[C@H]2C(=O)NCCc2ccccc2OC)cc1 | 9 | 0.7 | 13 | 0.1
Cc1cc(/C=C2\SC(=Nc3ccccc3)N(C3CCCCC3)C2=O)c(C)n1-c1ccc(Cl)cc1 | 8 | 1.9 | 6 | 0.4
N=C1C(c2ccccc2)=C(O)CN1c1cccc(C(=O)O)c1 | 4 | 1.7 | -4 | 0.0
C/C=C(\C)CN1C[C@@H](NC(=O)c2cc(C)nc3ccccc23)C[C@H]1C(=O)OC | -10 | 0.1 | 11 | 0.0
Cc1ccc(OCC(=O)Nc2ccc(-c3nc4cc(C)cc(C)c4o3)cc2)cc1 | -8 | 1.5 | 0 | -0.1
Cc1ccc(OCC(=O)N(C)C2CCCCC2)c([N+](=O)[O-])n1 | 1 | 0.2 | 4 | 0.1
SMILES | MITF inh | GPR151 ag | TEAD-YAP block | FBW7 act
COc1ccccc1CNC(=O)c1cnn2c(C)c(Cc3c(C)cc(C)cc3C)c(C)nc12 | 13 | -1.0 | -6 | 0.1
O=C(NC1CC1)c1ccc(Br)cc1 | 10 | -0.9 | -8 | 0.1
CC(C)c1cc(CN2CCN(Cc3ccccc3F)C(CCO)C2)[nH]n1 (centres undefined) | 2 | -0.6 | 5 | 0.1
CC(O)CNc1nc2ccccc2n1CC(=O)N1CCc2ccccc21 (centres undefined) | 0 | 10.0* | 6 | -0.2
COc1cc(-c2cn[nH]c2)cc2c(N(C)C)nc(C3COc4ccccc4O3)nc12 (centres undefined) | -5 | -1.4 | -10 | 0.1
CCN(CC)C(=O)c1ccc2c(=O)n(CCC3=CCCCC3)c(=S)[nH]c2c1 | 4 | -2.1 | -1 | 0.1
O=C(c1ccc2c(c1)OCCO2)C1CCN(Cc2ccccc2F)CC1 | 1 | -0.4 | -10 | 0.3
CC(C)c1ccccc1NC(=O)CN(c1ccc(Br)cc1)S(C)(=O)=O | 13 | -0.5 | 0 | 0.3
O=C(OCC(=O)N1CCCC1)c1ccc(OC(F)(F)F)cc1 | 4 | -0.6 | 6 | -0.1
Cc1ccc(CNC(=O)CCC2CCCN(S(=O)(=O)N(C)C)C2)o1 (centres undefined) | 5 | 1.6 | -1 | -0.1
CC1C=CCC2C(=O)N(c3cccc(C(=O)N4CCN(c5ccccc5)CC4)c3)C(=O)C12 (centres undefined) | 5 | 1.4 | 0 | -0.1
CCOc1ccc(-n2nnc3c(=O)n(CC(N)=O)cnc32)cc1 | 5 | 0.7 | 8 | 0.0
CCN(CC)C1CCN(c2nncc(-c3ccc(C(F)(F)F)cc3)n2)C1 (centres undefined) | 2 | 0.6 | 10 | 0.0
O=c1[nH]c(SCc2ccc([N+](=O)[O-])cc2)nc2nc[nH]c12 | 5 | 1.3 | -5 | 0.0
COc1ccc2c(c1)C[C@H](C(=O)Nc1ccc(-c3cn[nH]c3)cc1OC1CCOCC1)NC2 | 1 | -0.1 | -18 | -0.1
O=C(NNC(=O)c1cccs1)c1cccc(I)c1 | 7 | -0.1 | -12 | 0.0
CN(CCc1ccccn1)C(=O)CCC1CCCN(C(=O)CSc2ccccc2)C1 (centres undefined) | 7 | -0.6 | 7 | 0.0
COc1ccc(C)cc1NC(=O)C(=O)NNC(=O)c1ccccc1OC | 2 | 1.1 | -7 | 0.0
COc1cccc(C(=O)Nc2ccc(-n3c(C)nc4ncccc4c3=O)cc2)c1OC | 20 | 0.8 | -3 | -0.2
COc1ccccc1CC(=O)Nc1cc(Cl)ccc1C(=O)O | 5 | 1.0 | -1 | 0.2
CN(Cc1ccno1)C(=O)CC1C(=O)NCCN1CC1CCCCC1 (centres undefined) | 4 | 0.3 | -11 | 0.1
O=C(Nc1ccc2nn(-c3cccc(C(F)(F)F)c3)nc2c1)c1ccc(-c2cc(Cl)ccc2Cl)o1 | -14 | -1.4 | -5 | -0.2
Cc1cccc(-c2cccc(NC(=O)C3CCCN(C4CCOCC4)C3)c2)c1 (centres undefined) | -11 | 0.0 | -2 | 0.0
CC(=O)c1c(C)[nH]c(C(=O)OCC(=O)N2CCCC2=O)c1C | -12 | -0.6 | -3 | -0.1
CSc1ccc(S(=O)(=O)Nc2ccccc2C(F)(F)F)cc1 | 13 | 0.2 | 14 | 0.0

Profiles, quoted from the list. Values in the order: MITF inh	GPR151 ag	TEAD-YAP block	FBW7 act
CCCN1CCN(CCCNC(=O)C2CCCN2c2nnc(N3CCCC3=O)s2)CC1 (centres undefined) in the list: 2	0.6	-5	0.1
N=C1C(c2ccccc2)=C(O)CN1c1cccc(C(=O)O)c1 in the list: 4	1.7	-4	0.0
O=C1C2=CC[C@H]3C(=O)N(c4cccc(Oc5ccccc5)c4)C(=O)[C@H]3[C@H]2[C@H](O)[C@@H]2O[C@H]12 in the list: 7	-1.0	.	-0.1
O=C(NC1CC1)c1ccc(Br)cc1 in the list: 10	-0.9	-8	0.1
Clc1ccc(Cn2ncc3c(NCc4cccnc4)ncnc32)cc1 in the list: -1	0.9	20	0.0

Further results:
SMILES | MITF inh | GPR151 ag | TEAD-YAP block | FBW7 act
CCCc1cc(C(=O)N2CCC3(CCC(CNC(=O)C4CCCCC4)O3)CC2)n(C)n1 (centres undefined) | 6 | 1.6 | 0 | 1.3
Cc1ncc2c(N3CCCCC3)nc3ccccc3n12 | 0 | 1.8 | -2 | -0.2
Cc1c(C2=CCN(S(=O)(=O)c3ccc([N+](=O)[O-])cc3)CC2)c2ccccc2n1C | 11 | -1.0 | -7 | 0.0
C=CCN(C(=O)CN1C(=S)NC(C)(C)CC1C)c1ccccc1 (centres undefined) | 10 | 0.9 | -5 | -0.1
CC1CC(=O)N(c2ccc(NC3CCCCC3)c([N+](=O)[O-])c2)C1=O (centres undefined) | 13 | 3.6 | 5 | -0.1
Cc1cc2c(cc1S(=O)(=O)N1CCc3ccccc31)n(C)c(=O)c(=O)n2C | -1 | -1.5 | -10 | 0.5
COc1cc(OC)nc(Oc2ccccc2C(=O)N[C@H]2CCCCNC2=O)n1 | 17 | -0.8 | 10 | 0.1
N#Cc1ccc(NC(=O)CN2C(=O)CSC2=O)cc1 | 5 | 1.9 | -5 | 0.1
COc1ccc(C)cc1NS(=O)(=O)c1ccc([N+](=O)[O-])cc1 | 31 | -1.7 | -9 | 0.2
CC(NC(=O)CCc1ccccc1)c1nnc2n1CCN(Cc1cc3ccccc3o1)CC2 (centres undefined) | -3 | 0.9 | -3 | 0.0
COC(=O)C1=C(C(=O)OC)[C@@H]2N(CC=C(C)C)c3ccccc3[C@@]23CCC(=O)N(CCc2ccccn2)C3=N1 | 1 | 1.2 | . | -0.2
Cc1ccc(S(N)(=O)=O)cc1NC(=O)CSc1nc(N)cc(=O)[nH]1 | -2 | 2.7 | -2 | -0.1
O=C(OC(C(=O)NCc1ccccc1)c1cccnc1)c1ccco1 (centres undefined) | 5 | -0.4 | 12 | 0.2
CC1CC(C)CN(C(=O)c2ccc3c(=O)n(Cc4ccc5c(c4)OCO5)c(=S)[nH]c3c2)C1 (centres undefined) | 2 | -2.1 | 1 | 0.1
Cc1cnc(Nc2cccc(N(C)C)c2)nc1NC1CCN(Cc2ccccc2)CC1 | 6 | 1.2 | -6 | -0.2
COc1cc(/C=N/n2cnnc2)ccc1OC(=O)c1cccs1 | -2 | 1.6 | 2 | 0.1
Cn1c(=O)[nH]c(=O)c2c1nc(SCCO)n2CC(O)COc1ccccc1 (centres undefined) | -3 | -0.8 | -1 | 0.0
C/C(N)=C(/C#N)C(=O)COC(=O)c1ccc(S(=O)(=O)N2CCCCCC2)cc1 | 6 | -0.6 | 0 | 0.1
COc1cc(OC)c(OC)cc1/C=C1\N=C(c2ccc(Cl)cc2)OC1=O | 12 | 0.0 | -2 | 0.1
CC(=O)Oc1ccc2c(=O)c(-c3nc4ccccc4n3C)coc2c1 | -3 | 0.0 | -20 | 0.0
Cc1cccc(-c2nc(C#N)c(N3CCN(C(=O)c4ccc(F)cc4)CC3)o2)c1 | -1 | 2.1 | -1 | -0.1
CCOCCCNC(=O)C1CCC(Cn2c(=O)[nH]c3ccccc3c2=O)CC1 (centres undefined) | -1 | 0.4 | -1 | -0.1
CCCC(=O)NC(c1ccc2c(c1)OCO2)c1cc(Cl)c2cccnc2c1O (centres undefined) | 26 | -1.9 | 16 | 0.0
Cc1cccc(/C=N\NC(=O)C2COc3cc4ccccc4cc3O2)c1O (centres undefined) | -32 | 0.2 | -7 | 0.1
O=C(c1ccccc1)c1cccn1CC(=O)N1CCOCC1 | 14 | 0.1 | 10 | 0.0
SMILES | MITF inh | GPR151 ag | TEAD-YAP block | FBW7 act
CCOc1cc(/C=C2/NC(=O)NC2=O)cc(Cl)c1OCc1ccc(C(=O)O)cc1 | 23 | -1.4 | -4 | 0.5
CCOc1ccccc1NC(=O)c1cccc2c1SCCC2=O | -4 | -2.2 | 3 | -0.1
O=C(c1ccc(SCCN2CCOCC2)c([N+](=O)[O-])c1)N1CCCC1 | 14 | -0.8 | 2 | -0.1
CCOc1ccc(C)cc1S(=O)(=O)NCCCN1CCOC(c2ccccc2)C1 (centres undefined) | 1 | -0.8 | 6 | -0.1
CCCC(=O)N(c1nnc(-c2cccc(C)c2)s1)C(C)C | 6 | 0.2 | -16 | 0.0
CC(CCc1ccccc1)NC(=O)C(C)Nc1ccc(C(=O)N(C)C)cc1 (centres undefined) | -6 | 1.1 | -5 | 0.0
Cc1nn(C)c(C)c1-c1cc(C(=O)NCc2cccc(C(F)(F)F)c2)ccn1 | 2 | -0.8 | 2 | 0.2
Cc1ccccc1Nc1nc(N)nc(COC(=O)c2ccc(C(F)(F)F)cc2)n1 | -7 | 0.4 | -4 | 0.2
Cc1ccc(NCC(=O)N/N=C/c2ccc(O)c([N+](=O)[O-])c2)cc1 | -7 | 0.6 | -4 | 0.4
O=c1c2ccccc2nc2sc(Nc3ccccc3F)nn12 | -6 | -0.2 | -38 | -0.2
Cc1ccc(OCC(=O)N(Cc2nc(-c3cccc(C)c3)no2)C(C)C)cc1 | 1 | 0.3 | 8 | 0.2
Cc1ccc(NC(=O)c2noc(C)c2[N+](=O)[O-])cc1 | 9 | -0.4 | 4 | 0.0
O=C1C2CCCCC2C(=O)N1c1ccc(Cl)cc1F (centres undefined) | 8 | -0.4 | -7 | 0.1
Cc1ccc(C2CC(=O)NC(SCC(=O)NC3CCCCC3)=C2C#N)cc1 (centres undefined) | 15 | -1.2 | -1 | 0.2

For reference, part of the list above.
SMILES | MITF inh | GPR151 ag | TEAD-YAP block | FBW7 act
CCOc1cc(/C=C2/NC(=O)NC2=O)cc(Cl)c1OCc1ccc(C(=O)O)cc1 | 23 | -1.4 | -4 | 0.5
CCOc1ccccc1NC(=O)c1cccc2c1SCCC2=O | -4 | -2.2 | 3 | -0.1
